# IDH1 R132H inh: qHTS for Inhibitors of mutant isocitrate dehydrogenase 1 (IDH1): qHTS | IDH1-R132H enzyme, NADPH consumption, diaphorase/resazurin fluorescence | Isocitrate dehydrogenase [NADP] cytoplasmic (Homo sapiens), O75874 | hit rate 0.093% among 390,000 | Potency, µM (highest dose often 76.6 µM), without a hit: at the highest dose activity change, negative = inhibition, hits mostly inhibitors | AID 602179, 2012; note: potency is the fitted concentration of half-maximal effect; % is set by controls: 0 for no effect and ±100 for the full control effect; nearly all actives have a fitted effect of over 65% in size
# Target sequence (O75874 whole entry R132H, stated change not applied): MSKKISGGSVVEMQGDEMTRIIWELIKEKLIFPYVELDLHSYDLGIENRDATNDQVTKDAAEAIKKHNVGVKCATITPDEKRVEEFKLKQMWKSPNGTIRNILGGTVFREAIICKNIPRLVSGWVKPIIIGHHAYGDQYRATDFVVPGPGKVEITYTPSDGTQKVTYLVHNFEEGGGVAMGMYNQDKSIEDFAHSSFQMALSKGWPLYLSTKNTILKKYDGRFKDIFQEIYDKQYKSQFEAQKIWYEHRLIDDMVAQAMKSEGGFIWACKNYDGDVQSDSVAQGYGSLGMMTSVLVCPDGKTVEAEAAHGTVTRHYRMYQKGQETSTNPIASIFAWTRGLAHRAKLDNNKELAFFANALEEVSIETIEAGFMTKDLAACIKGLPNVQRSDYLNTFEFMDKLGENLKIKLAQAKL
#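 IDH1-R132H (0.5 ug/mL dispensed) in pH 7.5 Tris buffer was preincubated 30 min with compound, then given a substrate mix of 0.016 mM NADPH and 2 mM alpha-KG for 80 min at room temperature; remaining NADPH was read by diaphorase/resazurin fluorescence.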
# TrxR1 substrate: qHTS Assay for Substrates of Mammalian Selenoprotein Thioredoxin Reductase 1 (TrxR1): qHTS; Thioredoxin reductase 1, cytoplasmic (Rattus norvegicus), O89049; purified TrxR1 substrate turnover, NADPH consumption readout; Potency, µM (doses to about 114 µM), inactives show at the top dose activity change, negative = substrate turnover; hit rate 0.01% among 390,000; note: potency is the fitted concentration of half-maximal effect; % is set by controls: 0 for no effect and ±100 for the full control effect; nearly all actives have a fitted effect of over 50% in size
#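 Rat TrxR1, dispensed at 90 nM, was prereduced with 400 uM NADPH (final) for 5 min at ~22 deg C, then incubated with compound 15 min before 400 uM selenite. A first-read NADPH fluorescence drop versus no-compound background flagged substrates.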
# Vif-APOBEC3G blk: qHTS for Inhibitors of Vif-A3G Interactions: qHTS; Potency, µM (doses to about 46.1 µM), inactives show at the highest dose activity, negative = active, usual class: inhibitors; hit rate 0.076% among 410,000; AID 602310, 2012; DNA dC->dU-editing enzyme APOBEC-3G (Homo sapiens), Q9HC16; HeLa A3G-eYFP + Vif (tagged APOBEC3G with the HIV-1 protein that degrades it), YFP fluorescence, overnight;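 note: potency is the fitted concentration of half-maximal effect; % is set by controls: 0 for no effect and ±100 for the full control effect; nearly all actives have a fitted effect of over 60% in size; hits raise eYFP signal because A3G escapes Vif-driven loss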
#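 HeLa cells stably expressing Vif and C-terminally eYFP-tagged A3G, seeded overnight at 37 deg C, then exposed to compound by pintool overnight at 37 deg C. Rise in yellow fluorescence (Ex 488/Em 500-530, Acumen) marks blocked Vif-driven A3G degradation.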
# LDHA block: qHTS assay for inhibitors of human lactate dehydrogenase | activity change, % (values are at about 110 or 230 µM) | AID 1347041, 2019 | L-lactate dehydrogenase A chain (Homo sapiens), P00338 | purified LDHA, NADH/diaphorase-resazurin fluorescence; stronger effect = lower value | hit rate 0.15% among 480,000; in the data active = activity change below about -30%; inconclusive = mostly about -25% to -30%;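 note: plate controls were DMSO wells for no effect and wells without enzyme for full effect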
#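 LDH5 2 nM; NADH 0.06 mM, pyruvate 0.2 mM; 200 mM Tris pH 7.4, EDTA, Tween-20; 5 min RT. Detection: diaphorase 0.133 mg/mL + resazurin 37 µM, fluorescence ex540/em590 at 0 and 20 min; normalized to enzyme-free and DMSO wells.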
# PI4K2A inh: qHTS for small molecular inhibitors of PI4K2A | purified PI4K2A, ADP-Glo luminescence, 1 h; stronger effect = lower value | hit rate 0.13% among 420,000 | AID 1346378, 2018 | activity change, negative = inhibition, % at 76.9 µM; in the data active = activity change below about -50%; inconclusive = mostly about -30% to -49%;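 note: -100% = wells without enzyme as full effect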
# Target sequence (Q9BTU6 whole entry, looked up): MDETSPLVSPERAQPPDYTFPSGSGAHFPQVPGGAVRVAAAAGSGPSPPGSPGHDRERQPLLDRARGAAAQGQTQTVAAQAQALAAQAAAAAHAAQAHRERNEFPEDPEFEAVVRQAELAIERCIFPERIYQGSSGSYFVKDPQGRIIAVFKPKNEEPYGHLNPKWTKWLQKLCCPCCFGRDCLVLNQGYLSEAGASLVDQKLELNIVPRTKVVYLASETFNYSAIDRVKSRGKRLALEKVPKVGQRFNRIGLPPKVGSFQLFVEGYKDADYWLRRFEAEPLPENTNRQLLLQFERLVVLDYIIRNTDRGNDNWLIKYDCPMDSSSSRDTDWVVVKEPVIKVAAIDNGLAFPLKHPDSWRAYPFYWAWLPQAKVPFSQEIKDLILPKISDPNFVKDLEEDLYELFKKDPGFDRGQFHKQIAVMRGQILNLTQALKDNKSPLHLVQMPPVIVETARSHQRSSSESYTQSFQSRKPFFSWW
#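 ADP-Glo luminescence measured ADP generated by PI4K2A enzyme (4 ug/mL before mixing) with 1.2 mM PI substrate (pre-mix) and 300 microM ATP (pre-mix). Tris pH7.5 buffer with MgCl2, Triton X-100; 1 h reaction at ambient temperature.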
# USP1-UAF1 inh: Inhibitors of USP1/UAF1: Primary Screen. Ubiquitin carboxyl-terminal hydrolase 1 (Homo sapiens), O94782. recombinant USP1/UAF1, Ub-Rhodamine cleavage fluorescence. Potency, µM (highest dose often 57.1 µM), for the others: at the top dose activity change, negative = inhibition, actives largely listed as inhibitors. AID 743255, 2014. hit rate 0.23% among 390,000; note: potency is the fitted concentration of half-maximal effect; % is set by controls: 0 for no effect and ±100 for the full control effect; nearly all actives have a fitted effect of over 60% in size; inactives centre near -12
#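 USP1/UAF1 complex (1 nM) preincubated 15 min at room temperature with compound, then Ub-Rho substrate (150 nM final) added. Kinetic fluorescence at 480/540 nm over 6 reads at 60 s intervals; 50 mM HEPES pH 7.8, 0.5 mM EDTA, 0.1 mg/ml BSA, 1 mM TCEP, 0.01% Tween-20.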
# GRP78 ERSR act: qHTS for Inducers of the Endoplasmic Reticulum Stress Response (ERSR) in Human Glioma: qHTS | U87-MG GRP78 promoter luciferase reporter, 16 h | Potency, µM, for the others: top-dose activation, usual class: activators | hit rate 0.02% among 420,000 | AID 602332, 2012; note: potency is the fitted concentration of half-maximal effect; series mostly up to about 76 µM; % of control where 0% means no effect; nearly all actives have a fitted effect of over 35% in size
#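 ERSR induction read as luciferase luminescence (Bright-Glo, 10 min at room temperature) in stably transfected human U87-MG glioma cells exposed to compounds for 16 h, using GRP78 as sensor.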
# RXFP1 ag: qHTS Assay for Agonists of the Relaxin Receptor RXFP1. Relaxin receptor 1 (Homo sapiens), Q9HBX9. HEK293T-RXFP1 cAMP TR-FRET, 30 min; response scale: percent of porcine relaxin response, buffer zero. Potency, µM (top dose mostly 57.5 µM), inactives show top-dose activation, actives largely listed as activators. hit rate 0.3% among 370,000; note: potency is the fitted concentration of half-maximal effect; % is set by controls: 0 for no effect and ±100 for the full control effect; nearly all actives have a fitted effect of over 60% in size; many of its hits are not listed in these tables
#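 Agonist response is measured as cAMP accumulation in an RXFP1-transfected HEK293T line under PDE4 inhibition. Values are scaled between buffer-only and 29 nM porcine relaxin, and EC50s come from standard Hill equation fits.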
# Vif-APOBEC3F blk: qHTS for Inhibitors of Vif-A3F Interactions: qHTS; hit rate 0.2% among 390,000; AID 602313, 2012; HeLa A3F-eYFP + Vif (tagged APOBEC3F with the HIV-1 protein that degrades it), YFP fluorescence increase; Potency, µM (series often up to 46.1 µM), without a hit: at the top dose activity, negative = active; note: potency is the fitted concentration of half-maximal effect; % of control where 0% means no effect; nearly all actives have a fitted effect of over 65% in size
#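 HeLa cells stably expressing A3F-eYFP plus Vif, plated and incubated overnight at 37 deg C, then exposed to compounds overnight at 37 deg C. Blocked degradation read as raised yellow fluorescence (Ex 488/Em 500-530).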
# * hit, by the source's call; ? = inconclusive; / = not tested or not shown; [ ] = dose if it differs, or a comment. Unless noted, calls come from the whole dose curve; as a rule, active = well fitted curve in the direction sought with a large enough effect; inconclusive = small, poorly fitted or top-dose-only effect, or another doubt; inactive = no such curve, though single readings can be large; an effect the other way counts as inactive or inconclusive. A portion of the library, so the mix of outcomes need not match the whole.
# Every second line gives: USP1-UAF1 inh	LDHA block	RXFP1 ag	IDH1 R132H inh	GRP78 ERSR act	PI4K2A inh	TrxR1 substrate	Vif-APOBEC3G blk	Vif-APOBEC3F blk
- COc1ccc2c(c1)N1CCN=C1N2C
→ -18.4%	-4.0	0.2%	5.5%	0.0%	1.8	15.9%[57.1 µM]	-0.2%	-2.4%
- CC(CN1CCOCC1)OC(=O)c1cccc(Br)c1 (configuration not stated)
→ -7.2%	-1.8	-0.2%	-3.6%	1.4%	-10.8	2.3%[57.1 µM]	-0.9%	-4.7%
- CCOC(=O)c1c(NC(=O)COC(=O)c2ccccc2NC)sc(C(=O)N(C)C)c1C
→ -32.5%	0.9	10.0%	11.7µM*	1.3%	-3.3	136.1%[activator]	-3.1%	0.7%
- COC(=O)c1[nH]c2c(c1C)C(=O)CC(c1ccc(OC)c(OC)c1)C2 (configuration not stated)
→ -26.1%	-3.2	4.8%	9.6%	-2.9%	-8.0	4.7%	-1.1%	-1.0%
- COc1ccc(CCNC(=O)c2ccc3c(c2)N(Cc2ccc(F)cc2)C(=O)CS3)cc1OC
→ ?	3.1	2.3%	1.5%	-4.0%	0.4	1.9%[57.1 µM]	-2.4%	-2.6%
- CCOc1ccc(-c2cnc(SCC(N)=O)nc2N)cc1
→ 4.8%	-0.4	0.3%	3.6%	-1.4%	-5.1	-1.7%	-4.1%	5.6%
- Cc1ccc(-c2cnc3c(c2)C(=O)N([C@H](C)CO)C[C@H](C)[C@@H](CN(C)Cc2ccccc2F)O3)cc1
→ -27.9%	2.6	/	-4.6%	-3.6%	-6.5	/	0.0%	-3.5%
- COc1ccc(C(N)c2csc(NC(=O)Nc3ccccc3C(C)(C)C)n2)cc1 (configuration not stated)
→ /	-18.4	/	/	-0.9%	0.3	/	-7.8%	/
- CCOCCCNC(=O)c1ccc(-n2c(-c3ccccc3)cc3c2CCC(C)C3)cc1 (configuration not stated)
→ ?	8.9	2.1%	14.9%	-5.7%	1.4	8.7%[11.4 µM]	-14.0%	-9.5%
- Cc1ccc(-c2nnn(CC(=O)N(c3ccc(F)cc3)C(C(=O)NC3CCCC3)c3ccncc3)n2)o1 (configuration not stated)
→ -13.6%	-0.3	-0.4%	-4.5%	-2.5%	-1.5	15.8%	-1.7%	4.7%
- COC(=O)c1cnc(NNS(=O)(=O)c2ccc(Cl)cc2)nc1C(F)(F)F
→ -11.9%	7.1	0.1%	9.9%	-1.2%	6.5	-2.2%[57.1 µM]	-4.8%	-6.3%
- CCOC(=O)CC(NC(=O)CCc1c(C)nc2c(c1C)c(=O)n(C)c(=O)n2C)c1ccc(OCC)c(OC)c1 (configuration not stated)
→ ?	0.1	2.4%	-0.1%	-2.4%	-2.5	-1.2%	1.4%	2.2%
- CSC1=NCCCN1C(=O)c1c(-c2ccccc2Cl)noc1C
→ 4.3%	-1.5	0.9%	-1.8%	-4.6%	1.3	-2.9%	-6.7%	-2.4%
- Cc1ccc(-c2ccc3c(c2)O[C@H](CN(C)Cc2cncnc2)[C@@H](C)CN([C@H](C)CO)S3(=O)=O)cc1
→ -9.0%	0.5	/	3.8%	-2.9%	1.4	/	1.0%	-1.0%
- CSc1nc(C)c2c(n1)N(c1ccc(O)cc1)CC2
→ -6.3%	-4.4	-0.7%	-0.5%	1.2%	3.4	-2.0%[57.1 µM]	1.0%	-24.5%
- Cc1cc2nc(C)n(CCCN)c2cc1C
→ -10.9%	0.0	4.1%	8.3%	-1.9%	-2.4	-4.7%	-0.8%	1.8%
- Cc1cc(C(=O)N2CCC(CO)(Cc3cccc(C(F)(F)F)c3)CC2)n[nH]1
→ -15.7%	-1.8	1.2%	2.7%	-2.4%	-1.6	2.8%	-0.8%	-9.8%
- COc1cc(C(=O)NCC2CCCCC2)cc(OC)c1OC
→ -18.8%	-12.3	0.6%	1.6%	-5.8%	1.6	3.7%	7.6%	-1.0%
- CCOc1ccccc1NC(=O)CN(c1nccs1)S(=O)(=O)c1ccc(N)cc1
→ -8.5%	-3.4	0.5%	-2.3%	-2.8%	-8.7	-6.4%	3.3%	-0.6%
- Nc1nc2c(c(=O)[nH]1)C(c1ccccc1)C1=C(N2)c2ccccc2C1=O (configuration not stated)
→ -7.8%	-0.2	-6.9%	4.8%	-0.5%	-4.5	5.1%	-1.1%	0.4%
- CCC(=O)NC(=S)Nc1ccc(S(=O)(=O)NC2CCCCC2)cc1
→ -22.8%	-4.7	-3.7%	-0.1%	-3.3%	-2.9	-4.9%[57.1 µM]	0.5%	-6.4%
- O=C(NC(Cc1ccccc1)C(=O)O)/C(=C\c1ccc([N+](=O)[O-])cc1)NC(=O)c1ccco1 (configuration not stated)
→ -7.3%	-7.8	-3.3%	6.8%	-2.9%	-2.7	-10.6%	-4.0%	-10.7%
- CCN(C(=O)C1CCN(S(=O)(=O)c2ccc3c(c2)CCCN3C(=O)C2CCC2)CC1)c1cccc(C)c1
→ -0.2%	-9.9	-0.5%	16.8%	-3.7%	-0.8	-3.2%[57.1 µM]	-0.6%	-0.8%
- Nc1ccc(Oc2ccc3nc(-c4ccccc4)c(-c4ccc([N+](=O)[O-])cc4)nc3c2)cc1
→ -19.8%	-1.4	-0.7%	2.3%	-4.3%	-4.6	-6.1%[57.1 µM]	-5.1%	-12.9%
- COC(=O)c1cn(NC(=O)c2ccc([N+](=O)[O-])c(C)c2)c(=O)c2ccccc12
→ -7.8%	0.7	1.7%	-4.4%	-3.1%	1.4	-4.1%	2.2%	-0.1%
- CC(C)=Cc1oc2ccc([N+](=O)[O-])cc2c1N1CCOCC1
→ -25.4%	-2.8	0.3%	14.5%	-0.3%	-2.5	7.4%	0.3%	10.5%
- CCn1nc(-c2ccccc2)c(-c2ccccc2)c(C(=O)Nc2ccccc2C(N)=O)c1=O
→ -7.0%	-0.4	0.6%	-12.0%	-3.1%	-2.2	-1.6%	0.6%	-15.4%
- NS(=O)(=O)c1ccc(Cc2ncc(C(F)(F)F)cc2Cl)s1
→ 0.4%	-1.8	3.4%	0.8%	-5.8%	1.9	-6.0%	-2.9%	-10.6%
- CCOc1ccccc1NC(=O)C1CCC(CNS(=O)(=O)c2ccc3c(c2)CCCC(=O)N3)CC1 (configuration not stated)
→ -19.2%	-8.9	1.3%	0.0%	-0.1%	1.8	-0.6%[57.1 µM]	3.8%	3.4%
- CC(C)Cn1c(=O)c2ccccc2n2c(CCC(=O)N3CCN(c4ccccc4F)CC3)nnc12
→ ?	1.1	5.3%	6.3%	-3.1%	0.6	0.0%	2.9%	3.5%
- CCC1CCCCN1CCCNC(=O)CN1C(=O)COc2ccccc21 (configuration not stated)
→ -21.5%	-6.2	-0.5%	-1.2%	2.9%	-4.3	5.1%	0.5%	0.6%
- CCCCn1c(=O)[nH]c(=O)c2c1nc(-c1ccc(-c3ccc(F)cc3)o1)n2C
→ -8.4%	-3.0	8.0%	3.6%	4.4%	-1.5	25.3%	-0.6%	-1.1%
- COc1ccc(CCNC(=O)c2ccc3c(=O)n4c(nc3c2)CCC4)cc1OC
→ -4.7%	-2.3	-0.1%	-9.2%	-1.1%	-5.6	-3.8%[57.1 µM]	-0.4%	3.4%
- COc1ccc(C2CC(=O)N3CN(c4ccccc4F)CSC3=C2C#N)cc1OC (configuration not stated)
→ -11.2%	6.3	1.0%	12.1%	-3.8%	-3.3	1.6%[57.1 µM]	2.0%	1.1%
- Cc1cc(NC(=O)CCC(=O)N(c2ccccc2F)C(C(=O)NC2CCCC2)c2ccccc2)no1 (configuration not stated)
→ -15.4%	0.2	-2.3%	?	-4.0%	6.4	1.7%	-4.8%	-7.2%
- CCOc1cccc(CNn2cnnc2)c1OCc1ccccc1
→ -11.5%	-5.4	0.0%	-3.2%	-3.7%	4.8	-1.3%[57.1 µM]	0.1%	4.8%

# Single records, as listed above. Order of screens: USP1-UAF1 inh | LDHA block | RXFP1 ag | IDH1 R132H inh | GRP78 ERSR act | PI4K2A inh | TrxR1 substrate | Vif-APOBEC3G blk | Vif-APOBEC3F blk
# COc1ccc(C2CC(=O)N3CN(c4ccccc4F)CSC3=C2C#N)cc1OC (configuration not stated) reads -11.2% | 6.3 | 1.0% | 12.1% | -3.8% | -3.3 | 1.6%[57.1 µM] | 2.0% | 1.1%
# CCOc1cccc(CNn2cnnc2)c1OCc1ccccc1 reads -11.5% | -5.4 | 0.0% | -3.2% | -3.7% | 4.8 | -1.3%[57.1 µM] | 0.1% | 4.8%

# Compound activity from PubChem BioAssay.
